Compound activity deposited in PubChem by Sanford-Burnham Center for Chemical Genomics.
ER stress surv: protection against thapsigargin ER stress killing – CSM14.1 cells, ATP luminescence, primary screen; CSM14.1 thapsigargin ER stress survival; relative survival (cellular ATP), % at 15 µg/mL (by protocol); hit rate 0.33% among 48,000;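 active means survival measured by cellular ATP above 50% at 15 µg/ml in the first screen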;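 further: cell death triggered by about 15 µM thapsigargin; ATP read 24 h after thapsigargin was added; plate controls were thapsigargin with DMSO for no effect and DMSO without thapsigargin for full effect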
Starred values were filed as active, the others as inactive. Some of the compounds tested, so the mix of outcomes need not match the whole.

Sample of the layout, 6 compounds:
Screening Brc1ccccc1CN1CCN(Cc2ccccn2)CC1 returned ER stress surv 1.
For O=C1S/C(=C\c2cccc(Cl)c2)C(=O)N1Cc1ccccc1 the results were ER stress surv -5.
For COc1ccc(NC2CC(=O)N(c3ccccc3)C2=O)cc1 (stereo unspecified) the results were ER stress surv 3.
For CCOCCOC(=O)c1ccc(NC(=O)c2ccc(Br)cc2)cc1 the results were ER stress surv 2.
`COc1ccccc1Cc1noc(-c2ccccc2Cl)n1` gave ER stress surv 2.
For CCCOc1ccc(C2C3=C(CC(C)(C)CC3=O)OC3=C2C(=O)CC(C)(C)C3)cc1OCC the results were ER stress surv 7.

Main list, repeating the preview:
Screening Brc1ccccc1CN1CCN(Cc2ccccn2)CC1 returned ER stress surv 1.
For O=C1S/C(=C\c2cccc(Cl)c2)C(=O)N1Cc1ccccc1 the results were ER stress surv -5.
For COc1ccc(NC2CC(=O)N(c3ccccc3)C2=O)cc1 (stereo unspecified) the results were ER stress surv 3.
For CCOCCOC(=O)c1ccc(NC(=O)c2ccc(Br)cc2)cc1 the results were ER stress surv 2.
`COc1ccccc1Cc1noc(-c2ccccc2Cl)n1` gave ER stress surv 2.
For CCCOc1ccc(C2C3=C(CC(C)(C)CC3=O)OC3=C2C(=O)CC(C)(C)C3)cc1OCC the results were ER stress surv 7.
O=C(O/N=C(/c1ccccc1)c1ccncc1)c1ccc(Br)cc1 was read as ER stress surv 2.
`COc1cc(NC(=O)c2nn3c(c2Cl)NC(c2ccc(OC)c(OC)c2)CC3C(F)(F)F)cc([N+](=O)[O-])c1` (stereo unspecified) gave ER stress surv -1.
`O=[N+]([O-])c1ccc(-c2nc(-c3ccc(Cl)cc3)no2)cc1` gave ER stress surv 5.
For COc1ccc(-c2ccc(/C=C3/C(=O)NN(c4ccc(C)c(Cl)c4)C3=O)o2)c([N+](=O)[O-])c1 the results were ER stress surv 12.
Screening COc1ccccc1N1C(=O)NC(=O)/C(=C\c2cc3ccccc3n2C)C1=O returned ER stress surv 2.
`CCOc1ccc(NC(=O)c2cc(C(=O)O)ccc2C(=O)O)cc1` gave ER stress surv 10.
Screening O=C1N/C(=N\N=C\c2ccccc2O)SC1Cc1ccc(Br)cc1 (stereo unspecified) returned ER stress surv 8.
Screening Cc1ccc(C)c(S(=O)(=O)Nc2ccc(OC(=O)c3ccc(Cl)cc3)cc2)c1 returned ER stress surv 6.
`O=C(c1cc(-c2ccccc2)nc2ccccc12)N1CCOCC1` gave ER stress surv 7.
For CC(C)(C)SCC(O)Cn1c2ccccc2c2ccccc21 (stereo unspecified) the results were ER stress surv 7.
CC(C)(C)NC(=O)CN(c1ccc(Cl)cc1)S(C)(=O)=O was read as ER stress surv 4.
`CCc1ccc(/C=C(/C#N)c2nc(-c3ccc(Br)cc3)cs2)cc1` gave ER stress surv 10.
COc1ccc(N=Cc2ccc(C)o2)cc1 was read as ER stress surv -2.
Screening FC(F)(F)c1ccccc1C=NN1CCN(Cc2ccccc2Cl)CC1 returned ER stress surv 14.
Screening Cc1ccc(NC(=O)C(=O)NCCN2CCN(C(=O)c3ccco3)CC2)cc1 returned ER stress surv 2.
CCc1cc(=O)oc2cc(OCC(=O)C(C)(C)C)ccc12 was read as ER stress surv 3.
`COC(=O)COc1ccc(C(=O)CSc2nc3cc(OC)ccc3n2C)cc1` gave ER stress surv 2.
`CC1(C)CC(=O)c2c(oc3ccc(NS(=O)(=O)c4ccc(Br)cc4)cc23)C1` gave ER stress surv 11.
Screening O=C(COC(=O)C1CCCN1C(=O)Oc1ccccc1)c1ccc([N+](=O)[O-])cc1 (stereo unspecified) returned ER stress surv 10.
`CN1C(=O)C(O)(CC(=O)c2ccc(Br)cc2)c2ccccc21` (stereo unspecified) gave ER stress surv 7.
`O=S(=O)(c1ccc2c(c1)Cc1cc(S(=O)(=O)n3cnc4ccccc43)ccc1-2)n1cnc2ccccc21` gave ER stress surv 10.
For Cc1ccc(OCC(=O)Nc2ccc(Cl)cn2)c(Br)c1 the results were ER stress surv -6.
COc1ccc(-n2c(O)cnc2Nc2nc(C)cc(C)n2)cc1OC was read as ER stress surv 3.
`COc1cc(/C=C2/SC(=Nc3ccccc3)NC2=O)ccc1OCc1ccccc1[N+](=O)[O-]` gave ER stress surv -1.

Entries above that contain a CF3 group (2):
`COc1cc(NC(=O)c2nn3c(c2Cl)NC(c2ccc(OC)c(OC)c2)CC3C(F)(F)F)cc([N+](=O)[O-])c1` (stereo unspecified) gave ER stress surv -1.
Screening FC(F)(F)c1ccccc1C=NN1CCN(Cc2ccccc2Cl)CC1 returned ER stress surv 14.

(further entries)
For CCN1CCN(CC(O)COc2ccc(Cl)cc2C)CC1 (stereo unspecified) the results were ER stress surv -5.
For CSc1ccc(CN2CCN(S(C)(=O)=O)CC2)cc1 the results were ER stress surv 3.
`CC(C)CNC(=O)c1cc(-c2ccco2)nc2ccccc12` gave ER stress surv -3.
Screening COc1ccc(/C=C/C(=O)OCc2ccc([N+](=O)[O-])cc2)cc1S(=O)(=O)N1CCCCC1 returned ER stress surv 3.
`O=C1C2C(c3ccc(Cl)cc3)OC3(C(=O)c4ccccc4C3=O)C2C(=O)N1c1ccc(F)c([N+](=O)[O-])c1` (stereo unspecified) gave ER stress surv 10.
`CCOC(=O)c1sc(NC(=O)c2cnccn2)c(C(=O)OCC)c1C` gave ER stress surv -4.
For O=C(Nc1nnc(COc2ccc(C3CCCCC3)cc2)s1)c1cccc(Cl)c1 the results were ER stress surv 6.
Cc1ccsc1/C=C1\SC(=S)N(CCC(=O)O)C1=O was read as ER stress surv 9.
For CCOC(=O)C1=C(Nc2ccc(Br)cc2)CC(C)(O)C(C(=O)OCC)C1c1ccccc1 (stereo unspecified) the results were ER stress surv 8.
For Cc1ccc(C(=O)NNC(=O)c2cccc(C)c2O)cc1 the results were ER stress surv 0.
Screening CCOC(=O)C1=C(C)N=c2s/c(=C/c3ccc(C(=O)OC)cc3)c(=O)n2C1c1ccc(OC(C)=O)cc1 (stereo unspecified) returned ER stress surv -2.
`Cc1cccc(N2C(=O)/C(=C/c3cccc([N+](=O)[O-])c3)SC2=S)c1C` gave ER stress surv 6.
CCOC(=O)c1c(C)oc2ccc(OC(=O)c3ccc(OC)c(OC)c3)cc12 was read as ER stress surv 0.
For COc1cccc(CNc2ccc3c(c2)ncn3-c2ccccc2)c1OC the results were ER stress surv 89*.
For Cc1c(C(=O)N2CCN(c3ccccn3)CC2)cccc1[N+](=O)[O-] the results were ER stress surv 4.
Screening COc1cc(-c2nnc3ccc(C(F)(F)F)cn23)ccc1Oc1ccc([N+](=O)[O-])cc1 returned ER stress surv 2.
`CSc1sc(I)cc1/C=N/NC(=O)c1nnn(-c2nonc2N)c1C` gave ER stress surv 7.
`Cc1cc(Cl)ccc1NC(=O)Cc1ccccc1` gave ER stress surv 12.
CC1(C)CC(=O)C2=C(C1)OC1=C(C(=O)CC(C)(C)C1)C2c1ccc(Br)c([N+](=O)[O-])c1 was read as ER stress surv 18.
CC(=O)n1nc(C)c2c1C[C@@H]1[C@H]2C1(C)C was read as ER stress surv 8.
`CCN(CC)c1ccc(C=Nc2cccc([N+](=O)[O-])c2C)cc1` gave ER stress surv 1.
Screening Cc1ccc(OCc2nc(-c3ccc(Cl)cc3Cl)no2)c(C)c1 returned ER stress surv 5.
For CC(=O)Oc1ccc(/C=C2\C=C(c3ccc(C)cc3)OC2=O)c(OC(C)=O)c1 the results were ER stress surv 0.
For Cc1ccc(OCCNC(=O)c2ccc(C)cc2)cc1 the results were ER stress surv 10.
For Cc1cccc(-n2c(SCCc3ccccc3)nc3ccccc3c2=O)c1 the results were ER stress surv -7.
Cc1ccc(C(=O)Nc2ccc(S(=O)(=O)Nc3ncccn3)cc2)cc1[N+](=O)[O-] was read as ER stress surv -7.
Screening CC1=C(C(=O)Nc2ccc(Br)cc2)C(c2ccccc2F)NC(=O)N1 (stereo unspecified) returned ER stress surv 6.
For COc1ccccc1C/C(N)=N/OC(=O)c1ccc(C(C)(C)C)cc1 the results were ER stress surv -3.
`COc1ccc(N2C(=O)/C(=C3/C(=O)N(Cc4ccccc4F)c4ccccc43)SC2=S)cc1` gave ER stress surv 0.
`Cc1ccc(-n2c(C)cc(/C=N/NC(=O)c3ccncc3)c2C)cc1C` gave ER stress surv 67*.

Among those listed so far, these have a COOH group.
`CCOc1ccc(NC(=O)c2cc(C(=O)O)ccc2C(=O)O)cc1` gave ER stress surv 10.
Cc1ccsc1/C=C1\SC(=S)N(CCC(=O)O)C1=O was read as ER stress surv 9.

Next compounds follow:
Screening CC(=O)C(Sc1ccccc1)C(=O)c1ccccc1 (stereo unspecified) returned ER stress surv -4.
For COC(=O)C1=C(C)NC2=C(C(=O)CCC2)C1c1ccc(Cl)cc1 (stereo unspecified) the results were ER stress surv 10.
For CCC(=O)Oc1ccc2c(=O)c(-c3ccccc3)coc2c1 the results were ER stress surv 5.
Screening OC(COc1ccccc1)CSc1nc2ccccc2s1 (stereo unspecified) returned ER stress surv 6.
Screening CCC(=O)Nc1sc2c(c1C(=O)Nc1ccc(OC)cc1)CCCCC2 returned ER stress surv 8.
COc1cc(Br)c(C2C(C(=O)OCCOc3ccccc3)=C(C)NC3=C2C(=O)CC(C)(C)C3)cc1OC (stereo unspecified) was read as ER stress surv 1.
For O=C(COc1ccccc1Cl)NCc1ccc2c(c1)OCO2 the results were ER stress surv 8.
`CC(=O)Nc1ccccc1NC(=O)COc1ccc(C)cc1C` gave ER stress surv 6.
COc1ccc([N+](=O)[O-])cc1NC(=S)Nc1ccccc1 was read as ER stress surv 0.
Screening O=C(Nc1nnc(/C=C/c2ccccc2)s1)c1ccccc1Br returned ER stress surv 6.
`CCc1ccccc1NC(=O)C1CC(=O)N(c2cccc([N+](=O)[O-])c2)C1` (stereo unspecified) gave ER stress surv -3.
For CCOC(=O)C1=C(O)CSC1=Nc1ccc(Cl)cc1 the results were ER stress surv -1.
`N/C(=N/c1nc2ccccc2o1)NC(=O)c1cccc(Br)c1` gave ER stress surv 9.
For CCn1c(CCCO)nc2ccccc21 the results were ER stress surv -2.
Screening COC(=O)C1=C(C)N=c2s/c(=C\c3cccc([N+](=O)[O-])c3)c(=O)n2C1c1ccc(OC)cc1 (stereo unspecified) returned ER stress surv 10.
COc1cc(NC(=O)c2ccc([N+](=O)[O-])cc2)ccc1NC(=O)c1ccco1 was read as ER stress surv 8.
Screening O=C(Nc1sc2c(c1C(=O)O)CCCC2)c1ccc(Cl)cc1 returned ER stress surv -3.
`O=C(NC(NC(=S)N1CCOCC1)C(Cl)(Cl)Cl)c1cccc([N+](=O)[O-])c1` (stereo unspecified) gave ER stress surv 1.
`O=C1c2ccccc2C(=O)N1CC#CCN1CCN(C(c2ccccc2)c2ccccc2)CC1` gave ER stress surv 68*.
`COc1ccc(/C(C)=N/NC(=O)CSc2nc(C)cc(C)n2)cc1OC` gave ER stress surv 11.
COC(=O)C1=C(C)N(c2ccccc2)C(=O)/C1=C\c1ccc(C(=O)OC)cc1 was read as ER stress surv 0.
For CC(C)NC(=O)CN(c1ccc(F)cc1)S(=O)(=O)c1ccccc1 the results were ER stress surv 5.
For CC(Oc1cccc(Cl)c1)C(=O)Nc1ccccc1C(=O)N1CCCCCC1 (stereo unspecified) the results were ER stress surv -3.
COc1ccc(NC(=O)c2c(-c3c(Cl)cccc3Cl)noc2C)c([N+](=O)[O-])c1 was read as ER stress surv 9.
Screening CCOc1ccccc1NC(=O)CN(c1ccc(C)cc1)S(=O)(=O)c1ccc(F)cc1 returned ER stress surv 4.
For O=C1CC(c2ccc(Cl)cc2)CC2=C1C(c1cccc([N+](=O)[O-])c1)Nc1ccccc1N2 (stereo unspecified) the results were ER stress surv 4.
`CCOC(=O)C1=C(C)N=c2s/c(=C\c3ccc(OCC)c(OC)c3)c(=O)n2C1c1ccc(C)cc1` (stereo unspecified) gave ER stress surv 8.
For CCOC(=O)c1c(-c2ccc(-c3ccccc3)cc2)csc1NC(=O)c1ccco1 the results were ER stress surv 2.
For O=C(/C=C/NNC(=O)c1ccccc1)c1ccccc1 the results were ER stress surv -7.
Screening CCOC(=O)c1ccc(NC(=O)c2cc3ccccc3oc2=O)cc1 returned ER stress surv 8.
Screening Cc1ccc(N2C(=O)C3C4C=CC(C)(O4)C3C2=O)cc1Br (stereo unspecified) returned ER stress surv -4.
`O=S(=O)(Nc1ccc(Nc2ccccc2)cc1)c1ccccc1` gave ER stress surv -4.
`COc1cc2c(cc1NC(=O)c1ccc3ccccc3n1)oc1ccccc12` gave ER stress surv 5.
Screening O=C(CN(CCc1ccccc1)S(=O)(=O)c1ccc(Br)cc1)NCc1ccccn1 returned ER stress surv 0.
`Cc1ccc(-c2cc(NC(=O)c3ccccc3[N+](=O)[O-])n[nH]2)cc1` gave ER stress surv 6.
O=C(O)C1C2C=CC3(CN(CC(O)COc4ccccc4)C(=O)C13)O2 (stereo unspecified) was read as ER stress surv -2.
O=C(Nc1ccc(Cc2ccncc2)cc1)Nc1cccc2ccccc12 was read as ER stress surv 13.

Sorted by SMILES length (largest number first): part of the list above
CC(C)(C)NC(=O)CN(c1ccc(Cl)cc1)S(C)(=O)=O was read as ER stress surv 4.
For CCC(=O)Oc1ccc2c(=O)c(-c3ccccc3)coc2c1 the results were ER stress surv 5.
`CC(=O)Nc1ccccc1NC(=O)COc1ccc(C)cc1C` gave ER stress surv 6.
